# Source: PubChem (several laboratories)
# L929 necroptosis – L929 zVAD cell death inhibition. AID 1377. L929 zVAD necroptosis rescue, ATP luminescence, 24 h; with zVAD 60 µM. 0.38% of 220,000 active. viability rescue, % at 10 µM;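 active = activation, scaled between plate controls, above about 75%, limit read from the data; inactive = activation under that limit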;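 also: 0% = zVAD with DMSO and 100% = DMSO alone without zVAD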
# RBBP9 inhibitor – inhibitors of human serine hydrolase RBBP9; O75884; recombinant RBBP9, FP-Rh probe fluorescence polarization; inhibition, % at 7.94 µM; 0.2% of 220,000 active;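 active = inhibition above the campaign mean of all tested compounds plus 3 SD, cut at about 14% in these data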;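 also: plate controls were DMSO wells with RBBP9 for no effect and wells lacking RBBP9 protein for full effect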
# Target sequence (O75884 whole entry, looked up): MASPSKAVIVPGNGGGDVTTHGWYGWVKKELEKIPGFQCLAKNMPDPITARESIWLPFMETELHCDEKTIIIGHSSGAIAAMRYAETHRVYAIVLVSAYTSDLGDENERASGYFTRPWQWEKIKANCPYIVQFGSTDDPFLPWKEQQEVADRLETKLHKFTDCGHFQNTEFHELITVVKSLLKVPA
#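 System: RBBP9 protein / Buffer or medium: Tris/NaCl buffer pH 8.0 with 0.1% Pluronic / Probe or stimulus: Serine-hydrolase probe FP-Rh, 375 nM pre-mixing / Dosing: 7.94 µM single dose, 0.794% DMSO / Times: enzyme-compound preincubation 30 min, then probe labeling 45 min, 25 °C / Technique: fluorescence polarization (mP), excitation 525 nm, emission 598 nm / Replication: singlicate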
# Runt-SMMHC FRET – inhibitors of human RUNX1 Runt domain binding to CBFb-SMMHC; Q01196+Q13951; Cerulean-Runt/Venus-CBFb-SMMHC FRET ratio 530/480, 1 h; inhibition, % at 20 µM; 0.74% of 220,000 active;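 active = mean inhibition across duplicate retests at 20 µM reaching about 50%, limit read from the data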;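 also: 0% = DMSO wells and 100% = wells with excess untagged CBFb-SMMHC; inhibitors lower the FRET ratio by blocking Runt binding to CBFb-SMMHC; some results filed as inactive read as strong as hits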
# Target sequence (Q01196 whole entry, looked up, the tested form may be a part): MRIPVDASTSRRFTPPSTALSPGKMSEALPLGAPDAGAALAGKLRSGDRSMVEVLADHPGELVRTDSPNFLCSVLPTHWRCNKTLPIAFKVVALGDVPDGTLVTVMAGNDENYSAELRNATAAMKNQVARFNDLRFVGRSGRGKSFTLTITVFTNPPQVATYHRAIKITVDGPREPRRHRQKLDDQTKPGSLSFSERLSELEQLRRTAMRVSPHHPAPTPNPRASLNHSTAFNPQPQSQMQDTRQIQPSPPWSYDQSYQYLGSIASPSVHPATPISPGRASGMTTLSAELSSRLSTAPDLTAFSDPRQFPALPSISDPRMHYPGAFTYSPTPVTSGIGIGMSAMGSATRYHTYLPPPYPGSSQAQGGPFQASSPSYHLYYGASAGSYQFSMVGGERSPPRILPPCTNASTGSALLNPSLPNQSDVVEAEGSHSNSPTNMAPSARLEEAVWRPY
# Target sequence (Q13951 whole entry, looked up, the tested form may be a part): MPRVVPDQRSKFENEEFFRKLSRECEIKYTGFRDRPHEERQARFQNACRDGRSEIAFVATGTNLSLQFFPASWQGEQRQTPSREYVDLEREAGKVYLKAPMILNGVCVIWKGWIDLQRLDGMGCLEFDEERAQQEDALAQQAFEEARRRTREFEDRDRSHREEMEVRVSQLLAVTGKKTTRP
# TNF death inh – TNF-alpha cell death inhibition in Jurkat FADD-/- cells. Jurkat FADD-/- TNF necroptosis rescue, ATP luminescence, 24 h; 0 = TNF only, 100 = no-TNF cells. activation (protection from cell death), % at 10 µM. 0.068% of 220,000 active;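 active = activation, meaning protection from cell death, of at least 50% relative to plate controls; inactive = activation below 50%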;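 also: necroptosis triggered by 40 ng/mL TNF-alpha added together with compound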
# Runt-CBFb FRET – inhibitors of human RUNX1 Runt domain binding to CBFb | AID 1496 | 0.46% of 220,000 active | inhibition, % at 20 µM | Cerulean-Runt/Venus-CBFb FRET ratio 530/480, 1 h;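 active = inhibition over about 50% at 20 µM in the single-dose screen, limit read from the data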;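 also: 0% = DMSO wells and 100% = excess unlabeled CBFb competitor control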
#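 Doses: 20 µM compound in 1% DMSO | Material: Cerulean-labeled Runt domain protein | Amount: Each fluorescent fusion protein 100 nM | Schedule: Two 1 h room-temperature incubations shielded from light | Measured by: FRET fluorescence | Evaluation: Loss of energy transfer signal | Controls: Unlabeled CBFb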
# PGE2 EP2 inh – EP2 receptor (human) inhibition | C6 glioma cells expressing human EP2, cAMP TR-FRET; cells stimulated with saturating PGE2 | inhibition, % at 25 µM | 0.52% of 260,000 active;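 active = percent inhibition above 40 after rounding to a whole number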;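 also: rat C6 glioma host cells with rolipram phosphodiesterase inhibitor present; the protocol text gives 20 µM as final concentration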
# Hck Nef HTS – human Hck-Nef kinase inhibition; P08631; Recombinant Hck-YEEI plus Nef, Z-Lyte FRET kinase assay; inhibition, % at 20 µM; 0.68% of 220,000 active; AID 463187;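 active = Hck-Nef kinase inhibition above about 50%, limit read from the data; inactive = inhibition below that limit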;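 also: 0% = DMSO with Hck plus Nef and 100% = Hck alone without Nef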
# PERK inhibitor – blocks human PERK kinase; Q9NZJ5; CHO PERK-DD fusion, SEAP luminescence translation reporter; inhibition, % at 5.6 µM; 0.17% of 220,000 active;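 active = inhibition above the mean inhibition of all tested compounds plus 3 SD, set separately per screening campaign, cut at about 2.9% in these data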;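 also: PERK kinase domain activated by AP20187 dimerizer at 100 nM; 0% = DMSO with dimerizer and 100% = rapamycin at 8.4 µM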
# EP2 mod – modulators of human EP2 prostaglandin E2 receptor; EP2-expressing cells, cAMP HTRF FRET, PGE2 co-stimulation; induction, % at 25 µM; 0.83% of 260,000 active; AID 940;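 active = compounds whose cAMP rise, as percent of the full-agonist control response, exceeds 60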;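 also: rat C6 glioma line stably carrying human EP2 under a CMV promoter; the protocol text gives 20 µM as final concentration; 100% = response of wells given 1 µM PGE2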
# * marks the source's active call; other numbers are inactive results; x = not tested or not shown; & = joins results of further samples. Only part of the results is shown, so the mix of outcomes need not match the whole.
SMILES,L929 necroptosis,RBBP9 inhibitor,Runt-SMMHC FRET,TNF death inh,Runt-CBFb FRET,PGE2 EP2 inh,Hck Nef HTS,PERK inhibitor,EP2 mod
Cc1cc(C(=O)COC(=O)CN(C)S(=O)(=O)c2ccc(Cl)cc2)c(C)n1Cc1cccs1,-0.2,4,-1,-0.7,0,6,1,-0.6,-9
Cc1cccc(C(=O)NCCNc2nc3cc(C)c(C)cc3cc2C)c1,6.2,-13,-1,2.0,-2,12,25,0.0,18
CCOC(=O)N1CCN=C1SCc1ccc(Cl)c(Cl)c1,0.0,-5,-2,4.4,-3,6,-7,0.0,38
C=CCc1cccc2cc(C(=O)NC3CCCC3)c(=O)oc12,4.3,-2,-1,0.2,-8,16,-5,1.2,-16
NC(=O)CSc1nnc(Cc2cccs2)n1C1CCCCC1,0.8,-7,0,-0.2,0,6,0,-0.5,2
COc1ccccc1N(CC(=O)Nc1cc(C)on1)S(=O)(=O)c1ccc(Cl)cc1,0.2,4,2,0.6,0,3,3,-0.5,17
Cc1ccc(N(CCC#N)C(=O)CCl)cc1C,0.4,-7,-3,4.0,1,12,-1,-0.6,15
CCOC(=O)c1cnn(CCOC(=O)c2ccc(F)cc2)c1NC(=O)c1ccc(F)cc1,0.3,3,-1,1.6,-2,7,8,0.8,33
CN(C)C(=O)N1CCN(C(=O)N(C)C)CC1,-0.4,4,0,-1.9,0,5,0,1.2,17
COc1ccc(C(=O)NC(C(=O)N2CCc3ccccc32)C(C)C)cc1 (stereo not drawn),1.2,-8,3,-0.5,-2,8,6,0.0,-14
O=C(NCCc1ccccc1)c1ccccc1NC(=O)C1CCCCC1C(=O)O (stereo not drawn),17,0,-1,-0.5,-3,2,20,-0.3,15
CCN(c1ccc2c(c1)OCO2)S(=O)(=O)c1cc(Br)cc2c1N(C(C)=O)CC2,-0.6,-4,-2,-7.4,1,6,0,-0.3,-1
O=c1[nH][nH]cc1C=Nc1ccc(Cl)cc1,-1.8,-14,2,-8.0,1,3,10,-0.6,6
Cc1ccc(NC(=O)CNc2ccc(N3CCOCC3)cc2)cc1S(=O)(=O)N(C)C,-0.2,-6,0,-0.1,-1,5,20,-0.1,-7
CCC(c1nnnn1Cc1cccs1)N1CCN(c2nc3ccccc3s2)CC1 (stereo not drawn),1.3,-2,1,0.7,-1,15&17,-7,-1.2,-2&-68
CC(CCc1ccccc1)NCC#N (stereo not drawn),-0.4,0,0,-0.4,0,6,17,0.4,0
COc1ccc(C(=O)N2c3cc4c(cc3C(C)=CC2(C)C)OCO4)cc1,0.0,2,-2,2.1,1,6,1,0.3,26
O=C1c2oc3ccc(Cl)cc3c(=O)c2C(c2ccco2)N1CCN1CCOCC1 (stereo not drawn),1.9,-6,-84,0.0,x,x,19,1.0,10
Cc1ccc(NC(=O)CN2CCN(CCN=CC3=C(O)CC(c4ccc(C)cc4)CC3=O)CC2)cc1 (stereo not drawn),3.5,3,x,1.0,x,3,18,-0.2,-16
CC(C)CC(=O)NC(=S)Nc1ccc(S(=O)(=O)N2CCCC2)cc1,7.8,-1,-2,2.3,-1,5,-17,0.4,-48

# Record cards, as listed above.
# CC(C)CC(=O)NC(=S)Nc1ccc(S(=O)(=O)N2CCCC2)cc1 is listed as L929 necroptosis = 7.8; RBBP9 inhibitor = -1; Runt-SMMHC FRET = -2; TNF death inh = 2.3; Runt-CBFb FRET = -1; PGE2 EP2 inh = 5; Hck Nef HTS = -17; PERK inhibitor = 0.4; EP2 mod = -48
# COc1ccc(C(=O)N2c3cc4c(cc3C(C)=CC2(C)C)OCO4)cc1 is listed as L929 necroptosis = 0.0; RBBP9 inhibitor = 2; Runt-SMMHC FRET = -2; TNF death inh = 2.1; Runt-CBFb FRET = 1; PGE2 EP2 inh = 6; Hck Nef HTS = 1; PERK inhibitor = 0.3; EP2 mod = 26

# Three of these compounds in a different format:
SMILES	L929 necroptosis	RBBP9 inhibitor	Runt-SMMHC FRET	TNF death inh	Runt-CBFb FRET	PGE2 EP2 inh	Hck Nef HTS	PERK inhibitor	EP2 mod
CCN(c1ccc2c(c1)OCO2)S(=O)(=O)c1cc(Br)cc2c1N(C(C)=O)CC2	-0.6	-4	-2	-7.4	1	6	0	-0.3	-1
O=c1[nH][nH]cc1C=Nc1ccc(Cl)cc1	-1.8	-14	2	-8.0	1	3	10	-0.6	6
Cc1ccc(NC(=O)CNc2ccc(N3CCOCC3)cc2)cc1S(=O)(=O)N(C)C	-0.2	-6	0	-0.1	-1	5	20	-0.1	-7

# (continued)
SMILES,L929 necroptosis,RBBP9 inhibitor,Runt-SMMHC FRET,TNF death inh,Runt-CBFb FRET,PGE2 EP2 inh,Hck Nef HTS,PERK inhibitor,EP2 mod
O=C(C1CC1)n1cc(C(=S)N2CCOCC2)c2ccccc21,0.4,0,-3,-3.1,-1,8,3,0.2,-12
O=C(NC1CCS(=O)(=O)C1)c1ccc(S(=O)(=O)N2CCCCC2)cc1 (stereo not drawn),0.1,1,4,-0.4,1,7,24,0.6,10
COc1ccc(Nc2nnc(SCc3cc([N+](=O)[O-])cc4c3OCOC4)s2)cc1,-0.7,1,-3,0.1,4,5,5,0.6,14
CC(=O)N1CCC(=NNS(=O)(=O)c2ccc(C)c([N+](=O)[O-])c2)CC1,0.0,-8,0,-0.5,2,2,10,1.4,27
O=[N+]([O-])c1cc(C=Nc2ccc3ccccc3c2)ccc1Br,0.1,-7,-3,-3.5,1,7,18,1.0,9
O=[N+]([O-])c1ccc(/C=C2\CCC(C3=CCCC3)=C2N2CCOCC2)cc1,0.2,2,0,2.4,2,6,4,0.9,45
COc1ccccc1NC(=O)C1=C(C)NC(=O)NC1c1ccc(C)cc1 (stereo not drawn),-0.9,13,1,0.2,2,9,-5,1.2,-21
Nc1ccc(-c2cn3cccnc3n2)cc1,1.9,-2,0,0.7,-1,10,-18,1.1,-18
COc1ccc(-c2cc(C(=O)Nc3cc(S(=O)(=O)N4CCOCC4)ccc3N3CCOCC3)c3ccccc3n2)cc1,1.3,-8,-1,-3.5,0,1,3,-0.2,-13
COC(=O)c1cnn(-c2ccc(F)cc2F)c1/C=N/NC(=S)NC(C)(C)C,-0.6,-13,-1,-1.6,-2,7,9,-0.3,-22
Cn1nnnc1SCC(=O)Nc1ccc(Oc2ccccc2)cc1,3.7,5,-1,1.6,0,15,11,1.6,9
CCCCCC(=O)Nc1ccccc1N1CCOCC1,-0.3,-2,-2,0.7,-2,7,7,0.5,11
Cc1ccc(-c2nnc(N)s2)cc1,x,-5,-5,-2.2,-5,3,-6,0.0,0
COc1cc(CNC2CCCCCC2)cc(OC)c1,0.5,-2,0,2.2,3,4,3,-0.7,5
CC(=O)Nc1nc(C)nc(-c2ccccc2OC(C)=O)n1,-0.1,-6,9,0.1,2,5,6,0.8,-1
O=C(CCl)Nc1nc(-c2ccco2)c(-c2ccco2)s1,1.1,-4,14,-1.1,20,10,15,0.2,3
Cc1cccc(OCCCn2c(=O)oc3ccccc32)c1,-0.1,3,1,-0.1,-1,4,-64,1.0,23
CCOC(=O)c1oc2ccc(S(=O)(=O)n3nc(-c4ccccc4)cc3N)cc2c1C,-0.8,11,0,-6.9,1,13,0,0.8,-23
O=S(=O)(Nc1nc2cc3c(cc2nc1Cl)OCCO3)c1ccccc1,5.5,-4,44,0.0,21,17,37,0.3,40
CC1CC(=O)C=C(O)C1C(=O)OC(C)(C)C (stereo not drawn),-0.4,-1,-1,-0.7,-2,17,-4,1.4,18
Cc1nc2ccc(NC(=O)c3ccco3)cc2s1,-1.6,-11,0,0.1,-1,10,14,0.0,-28
CCCC(=O)NC(c1ccc(OCC)cc1)c1ccc(OC)c(OC)c1 (stereo not drawn),-0.7,5,0,0.2,2,17,17,0.4,11
Cc1ccc(-c2nnc3c4ccccc4c(C)nn23)cc1NC(=O)CN1CCOCC1,-0.6,-6,-1,-0.8,1,6,6,0.4,16
CCCCCOc1ccc(C(=O)NCC(=O)NCC(=O)OCC)cc1,3.8,3,-2,-5.8,-3,11,0,1.5,14
COc1ccc(CN=C(Nc2ccccc2)SC2CC(=O)N(C)C2=O)cc1 (stereo not drawn),0.3,-4,3,-0.4,-4,9,3,-0.9,7
CC(C)Oc1ccc(Cc2cnc(=S)[nH]c2N)cc1,4.3,-10,6,-1.4,19,7,14,-0.5,18
CC(=O)Nc1ccc2nc(C3CCCCC3)[nH]c2c1,-0.4,-11,-4,-2.5,0,4,-1,0.2,-1
CCOC(=O)NNc1ccc(C(F)(F)F)cn1,0.7,-7,2,16,1,7,9,0.5,21
COc1ccc(-n2c(=O)n(Cc3ccccc3)c(=O)c3[nH]cnc32)cc1,1.3,-2,-6,-1.0,0,7,11,0.1,-5
CCN(CC)S(=O)(=O)c1ccc(O)c(C(=O)OCC(=O)N(C)Cc2ccccc2)c1,0.2,-8,1,-2.6,-2,4,-1,-0.6,27

# A portion of the results above, as a working copy:
SMILES,L929 necroptosis,RBBP9 inhibitor,Runt-SMMHC FRET,TNF death inh,Runt-CBFb FRET,PGE2 EP2 inh,Hck Nef HTS,PERK inhibitor,EP2 mod
CCCCCC(=O)Nc1ccccc1N1CCOCC1,-0.3,-2,-2,0.7,-2,7,7,0.5,11
Cc1ccc(-c2nnc(N)s2)cc1,x,-5,-5,-2.2,-5,3,-6,0.0,0

# The list goes on.
SMILES,L929 necroptosis,RBBP9 inhibitor,Runt-SMMHC FRET,TNF death inh,Runt-CBFb FRET,PGE2 EP2 inh,Hck Nef HTS,PERK inhibitor,EP2 mod
CC[C@H](C)[C@@H](C(=O)N1CCNCC1)n1cc([C@@H](N)CC(C)C)nn1,-0.2,-8,0,0.7,1,5,-11,0.7,14
Cn1cccc1/C=C1\SC(=S)N(NC(=O)c2cccc(Cl)c2)C1=O,1.1,-7,-63,0.6,-33,8,3,0.3,24
CCC(=O)Nc1cccc(C2=NOC3(C2)C[C@@H](C(N)=O)N(C(=O)C(c2ccccc2)c2ccccc2)C3)c1 (stereo partly drawn),1.4,x,0,0.5,-3,13,25,x,22
Cc1cc(NC(=O)COC(=O)c2ccco2)no1,2.5,-1,-2,1.0,0,7,-22,0.0,-13
O=C(COC(=O)c1ccc(S(=O)(=O)NCc2ccco2)cc1)NC1CCCCCC1,-0.3,-1,-6,0.0,0,9,11,0.8,-3
O=C(NC(=S)Nc1ccc(N2CCOCC2)cc1)c1ccc2c(c1)OCCO2,0.1,0,2,0.5,0,7,9,0.9,-55
C/C(=N\NC(=O)c1ccc2c(c1)OCO2)c1ccc(O)cc1,0.5,-7,-1,-0.9,-1,10,-11,0.5,-3
CC(NC(=O)c1cc(-c2cccs2)on1)c1ccccc1 (stereo not drawn),2.4,-5,-2,6.1,-1,0,4,1.4,-3
O=C1c2ccccc2NC(c2cccc(O)c2)N1Cc1ccco1 (stereo not drawn),0.0,15*,3,-1.6,2,11,6,0.7,0
